Screening data (PubChem BioAssay)
AHR activator: activators of human aryl hydrocarbon receptor; activation, % at 5 µM; P35869; AHR-responsive luciferase reporter cells, luminescence; 320,000 compounds, 2.5% hits; in the data active = activation above about 47%;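 also: 0% = vehicle wells and 100% = reference agonist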
EBNA-1 inhibitor: blocks EBNA-1 binding to DNA | inhibition, % at 14.8 µM | EBNA-1 DNA binding, fluorescence polarization | 300,000 compounds, 0.34% hits; in the data active = inhibition above about 28%
RPL19A-GFP yeast: yeast TOR pathway RPL19A-GFP modulation. S. cerevisiae RPL19A-GFP strain, flow cytometry, 3 h; hits give low values. percent response vs DMSO, % at 10 µM. 330,000 compounds, 0.3% hits;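 active = percent response vs DMSO below 50%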;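 also: median channel GFP fluorescence of the barcoded RPL19A-GFP strain; ratio of sample median GFP to plate DMSO average so 100% = DMSO; lower means less RPL19A-GFP as with rapamycin TOR inhibition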
proCasp7 act: activates human procaspase-7, counter-screen for procaspase-3 activators. P55210. recombinant procaspase-7, Ac-DEVD-pNA absorbance 405 nm; D23A/D198A/D206A triple mutant, cannot self-cleave; scale: DMSO 0, 5 µM enzyme 100. activation, % at 8.5 µM. 330,000 compounds, 0.093% hits;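 active = percent activation above the screen-wide mean plus 3 SD, cut at about 25% in these data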
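Detection: p-Nitroaniline absorbance at 405 nm, read at 0 and 120 min; system: Uncleavable procaspase-7 mutant enzyme; evaluation: % activation from two-timepoint absorbance difference, scaled to controls; times: 1 h enzyme–compound preincubation and 2 h substrate reaction, both 25 °C; buffer or medium: Zinc-free HEPES pH 7.4 with 300 mM NaCl, 0.01% Triton X-100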
ZTA DNA inh: counter-screen for EBNA-1 inhibitors: inhibitors of Epstein-Barr virus ZTA | P03206 | ZTA-DNA binding, fluorescence polarization | inhibition, % at 11 µM | 320,000 compounds, 0.15% hits; in the data active = inhibition above about 33%
MEP2 TOR yeast: yeast TOR pathway MEP2-GFP modulation; AID 2016; S. cerevisiae MEP2-GFP strain, flow cytometry GFP, 3 h; 100% = DMSO control level; 330,000 compounds, 0.51% hits; GFP response vs DMSO, % at 10 µM;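 active = GFP response versus DMSO above a set limit, roughly screen mean plus 3 SD, cut at about 180% in these data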;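 also: median GFP fluorescence of the barcode-gated MEP2-GFP cells per well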
proCasp3 act: activates human procaspase-3 | P42574 | recombinant procaspase-3 D3A, Ac-DEVD-pNA absorbance 405 nm | activation, % at 8.5 µM | 330,000 compounds, 0.11% hits;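 active = activation above the mean of all tested compounds plus 3 SD, cut at about 21% in these data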;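 also: 0% = DMSO alone and 100% = DMSO wells spiked with extra 5 µM PC-3 D3A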
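Assay system: Autoprocessing-dead procaspase-3 D3A mutant enzyme; also added: Ac-DEVD-pNA; doses: one concentration, 8.5 µM nominal, 0.8% DMSO; times: 1 h compound preincubation, 2 h substrate hydrolysis at 25 °C; technique: 405 nm absorbance of p-nitroaniline, reads at 0 and 120 min; measure: % activation between DMSO and enzyme-spiked controls; repeats: single replicate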
LAP4 TOR yeast: yeast TOR pathway LAP4-GFP modulation; S. cerevisiae LAP4-GFP multiplex, flow cytometry GFP, 3 h; median GFP as percent of DMSO wells; GFP response vs DMSO, % at 10 µM; 320,000 compounds, 0.34% hits;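 active = GFP response vs DMSO above a set limit, about the screen mean plus 3 SD, cut at about 150% in these data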
The depositor's hits bear a star; · = not tested or not shown.

no.	Structure	AHR activator	EBNA-1 inhibitor	RPL19A-GFP yeast	proCasp7 act	ZTA DNA inh	MEP2 TOR yeast	proCasp3 act	LAP4 TOR yeast
1	COc1ccc(S(=O)(=O)N(C)c2ccc(C(N)=O)cc2)cc1	14	-10	98	0	-5	93	10	94
2	O=C(/C=C/c1ccccc1)OCC(=O)N1CCN(c2ccccc2)CC1	1	1	102	-3	23	103	8	106
3	Cn1c(SCC(=O)NCCc2ccccc2)nnc1-c1ccncc1	1	1	99	9	9	100	-1	92
4	C=CCNC(=S)N1CCN(CCNC2=CC(=O)CC(C)(C)C2)CC1	-2	-1	92	-5	2	97	2	103
5	Oc1c(Br)cc(/C=N/NC(=S)NCc2ccco2)cc1Br	1	2	98	-20	-1	102	11	117
6	CCN(CC)C(=O)C(=O)N/N=C/c1ccc(C(=O)OC)cc1	2	-8	105	3	12	101	-2	93
7	COc1ccc(/C=C(\C#N)C(=O)NCC(c2ccc(F)cc2)N2CCOCC2)cc1 (stereo not given)	9	-4	94	3	-8	102	2	98
8	Cc1ccc(CN2CCN(Cc3ccccc3)C(CCO)C2)s1 (stereo not given)	2	0	101	8	21	101	6	113
9	O=C1CC(c2ccco2)Cc2nc(Nc3ccc(F)cc3)ncc21 (stereo not given)	-3	12	102	-9	-6	100	-10	96
10	COCCNC(=O)c1cc(-c2ccccn2)nc2ccc(S(=O)(=O)N3CCC(C)CC3)cc12	-1	13	105	10	7	111	3	108
11	N#CC1=C(N)Oc2n[nH]c(-c3ccccc3)c2C1c1ccsc1 (stereo not given)	14	1	93	3	-9	97	-2	96
12	Cc1[nH]c2ccccc2c1/C=N/Nc1nc(Nc2ccccc2)nc(N2CCOCC2)n1	1	-13	101	3	-1	101	7	108
13	CSc1c(-c2ccccc2)nc2ccccc2c1C(=O)O	3	-18	95	-4	4	97	2	95
14	CCN(Cc1ccccc1)S(=O)(=O)c1cc(C(=O)c2c(N)n(C)c(=O)n(C)c2=O)ccc1OC	-2	4	92	3	11	103	-2	102
15	O=C(NCc1cccc(Br)c1)C1CC(c2ccc(C(F)(F)F)cc2)=NO1 (stereo not given)	-1	3	·	-7	3	·	-3	·
16	CCOc1cc(CN2CCN(c3cccc(C(F)(F)F)c3)CC2)ccc1O	0	1	101	8	-13	106	4	68
17	O=C(NCc1ccc(F)cc1)c1ccc(S(=O)(=O)Nc2cccc(C(F)(F)F)c2)cc1	-3	-10	99	-4	8	99	-4	91
18	CCOc1ccc(S(=O)(=O)Nc2nc3cc(OC)ccc3s2)cc1	-1	1	95	6	-7	93	3	90
19	Cc1nn(C)cc1S(=O)(=O)N1CCN(c2ccc(F)cc2)CC1	0	1	97	6	7	102	6	100
20	Cc1cc(C(=O)N2CCC(C(=O)O)CC2)c(C)o1	0	-8	97	6	-1	93	-2	101
21	Cc1cccc(C)c1N=C1NN=C(c2ccccc2F)CS1	13	9	98	-12	15	90	-11	90
22	O=C(CNc1cccc2ccccc12)N/N=C/C(Br)=C/c1ccccc1	2	8	97	14	15	108	-8	106
23	O=C1CN(C(=O)/C=C/c2ccccc2)CCN1	0	13	100	-11	-2	101	9	90
24	O=C(NCc1ccccn1)C(F)(F)C(F)(F)C(=O)NCc1ccccn1	2	-4	98	11	-13	93	-2	112
25	CCN1C(=O)CS/C1=N\S(=O)(=O)c1ccccc1	-1	-18	107	1	-14	100	7	105
26	COCCNC(=O)c1cccc(OC2CCN(Cc3ccc(OC(F)F)cc3)CC2)c1	1	-4	100	3	0	110	13	85
27	O=C(COC(=O)C1CCC1)Nc1ccc(OC(F)F)cc1	1	-4	97	-2	-2	105	-6	105
28	O=C(CN1C(=O)/C(=C\c2ccc(F)cc2)Oc2ccccc21)N1CCN(c2ccccn2)CC1	8	-3	95	-12	8	98	1	94
29	CN1C(=O)C(CCC(N)=O)NC1=S (stereo not given)	-2	1	97	-4	-15	100	2	104
30	CCOc1cccc2cc(-c3nnc(NCc4ccc5c(c4)OCO5)s3)c(=O)oc12	-1	10	99	7	1	101	-3	96

Additional results
Screens by letter – A = AHR activator; B = EBNA-1 inhibitor; C = RPL19A-GFP yeast; D = proCasp7 act; E = ZTA DNA inh; F = MEP2 TOR yeast; G = proCasp3 act; H = LAP4 TOR yeast
31) CC(C)OCCCNC(=O)c1ccc(NS(C)(=O)=O)cc1
  A: -1	B: 7	C: 105	D: 7	E: -4	F: 106	G: -3	H: 102
32) COc1ccc([N+](=O)[O-])cc1NC(=O)C(C)NNC(=O)c1cccc([N+](=O)[O-])c1 (stereo not given)
  A: -3	B: ·	C: 100	D: -5	E: ·	F: 98	G: -4	H: 109
33) COc1ccc(C(O)c2nccn2Cc2ccccc2)cc1OC (stereo not given)
  A: -6	B: 9	C: 104	D: -1	E: -14	F: 109	G: 4	H: 103
34) CCCc1cc(N2CCCC(C(=O)NCC)C2)n2ncnc2n1 (stereo not given)
  A: 0	B: 16	C: 99	D: -5	E: 17	F: 105	G: 4	H: 106
35) CC(=O)Nc1cccc(NS(=O)(=O)c2c(C)noc2C)c1
  A: 1	B: ·	C: 102	D: -2	E: ·	F: 103	G: 4	H: 96
36) COc1ccc(C(=O)NNC(=O)Cc2nc3nc(C)cc(C)n3n2)cc1
  A: 1	B: 6	C: 98	D: -3	E: 4	F: 97	G: 5	H: 99
37) O=C(OCn1nnc2ccccc2c1=O)C1CCCCC1
  A: -1	B: 5	C: 96	D: 5	E: -5	F: 99	G: 3	H: 102
38) CCN(CC)S(=O)(=O)c1cccc(C(=O)Nc2cc(C)cc(C)c2)c1
  A: 25	B: -11	C: 92	D: -7	E: 12	F: 86	G: -5	H: ·
39) COc1ccccc1N1CCN(C(=O)CCCN2C(=O)c3cccc4cccc(c34)C2=O)CC1
  A: 1	B: 3	C: 100	D: -10	E: -8	F: 104	G: 5	H: 87
40) COc1ccc(CCNC(=O)C(=O)NCC2OCCN2S(=O)(=O)c2ccc(OC)cc2)cc1 (stereo not given)
  A: 0	B: 6	C: 102	D: 9	E: -18	F: 108	G: 8	H: 107
41) COc1ccc(NC(=O)CS(=O)CC(=O)NC2CCCc3ccccc32)cc1 (stereo not given)
  A: 3	B: 14	C: 110	D: -7	E: 9	F: 104	G: 5	H: 107
42) Cc1ccc(-c2n[nH]c(=S)n2/N=C/c2cccs2)cc1
  A: 55*	B: -2	C: 95	D: -38	E: -6	F: 99	G: -20	H: 91
43) CSCCC1NC(=O)N(CC(=O)Nc2c(Cl)cc(Cl)cc2Cl)C1=O (stereo not given)
  A: 1	B: 9	C: 95	D: -3	E: 5	F: 134	G: -4	H: 102
44) c1ccc(-c2cn(C[C@H]3CC[C@H](Cn4cc(-c5ccccn5)nn4)O3)nn2)nc1
  A: 2	B: 3	C: 92	D: 4	E: -26	F: 89	G: 1	H: 123
45) COc1ccc(-c2cn3nc(C)c(C)nc3n2)cc1OC
  A: 3	B: ·	C: 101	D: 4	E: 0	F: 107	G: 2	H: 114
46) CNc1c([N+](=O)[O-])cnn1-c1ccc(F)cc1
  A: 0	B: -3	C: 98	D: -8	E: -5	F: 101	G: -1	H: 99
47) COC(=O)c1nnn(CC(=O)NC(=O)Nc2c(C)cccc2C)c1C(=O)OC
  A: 1	B: 13	C: 106	D: 0	E: 7	F: 106	G: 3	H: 97
48) NC(=O)c1ccc(NC(=O)C#Cc2ccccc2)cc1
  A: 1	B: 6	C: 104	D: 2	E: -3	F: 102	G: 3	H: 100
49) O=C(CSc1ccc(C(F)(F)F)cc1[N+](=O)[O-])NCCOc1ccccc1
  A: -1	B: 13	C: 107	D: -4	E: -7	F: 123	G: -4	H: 99
50) COc1ccc(C2SCC(C(=O)NCc3ccc(F)cc3)N2C(C)=O)cc1 (stereo not given)
  A: -2	B: -7	C: 96	D: -4	E: 18	F: 124	G: 5	H: 109
51) COc1ccccc1N(C)S(=O)(=O)c1ccc(C(=O)Nc2ncc(C)s2)cc1
  A: 11	B: ·	C: 103	D: 9	E: -8	F: 99	G: 3	H: 98
52) CCN(CC)c1ccc2cc(C(N)=O)c(=N)oc2c1
  A: 11	B: 2	C: 98	D: -26	E: -4	F: 110	G: -19	H: 104
53) O=C(NN1C(=O)C2C3C=CC(C4CC34)C2C1=O)c1ccc(Br)cc1 (stereo not given)
  A: 2	B: 8	C: 102	D: -1	E: 17	F: 96	G: 7	H: 102
54) CCOc1ccc(C(=O)Nc2ccc3c(c2)OCCO3)cc1[N+](=O)[O-]
  A: -5	B: -9	C: 103	D: 7	E: 4	F: 111	G: 3	H: 109
55) Cc1c(S(=O)(=O)Nc2cccc3ccccc23)c(=O)n(C)c(=O)n1C
  A: 7	B: 2	C: 96	D: 4	E: -4	F: 102	G: -6	H: 100
56) CCCCn1cnc2sc3c(c2c1=N)CCCC3
  A: 12	B: -2	C: 104	D: -1	E: -14	F: 106	G: 0	H: 108
57) O=[N+]([O-])c1cc(Cl)cc(/C=N/Nc2nc3ccccc3s2)c1O
  A: 22	B: -3	C: 108	D: 7	E: 2	F: 97	G: 9	H: 111
58) O=C1c2ccccc2C(=O)N1OCCOCCOCCBr
  A: -1	B: 8	C: 90	D: 12	E: 7	F: 91	G: 9	H: 101
59) COC(=O)c1ccc(OCC(O)CN(CC(C)C)CC(C)C)cc1 (stereo not given)
  A: 16	B: -1	C: 100	D: -1	E: -7	F: 96	G: 8	H: 93
60) O=C(Nc1ccc2c(c1)OCO2)c1ccc(Cl)cc1Cl
  A: 8	B: 7	C: 99	D: 1	E: -37	F: 103	G: 0	H: 107
61) CCOC(=O)/C=C/C(=O)Nc1ccc(S(=O)(=O)Nc2c(C)cc(C)cc2C)cc1
  A: 4	B: 8	C: 99	D: 2	E: -13	F: 103	G: 3	H: 91
62) COc1ccc(CCc2cc(OC)cc(=O)o2)cc1
  A: -1	B: 6	C: 100	D: 3	E: 15	F: 108	G: 10	H: 106
63) CCC(=O)N1CCN(c2ccc(NC(=O)COc3ccc(CC)cc3)cc2)CC1
  A: -2	B: -3	C: 99	D: 1	E: -4	F: 101	G: -11	H: 96

Given with two lines to a compound: entries from further up
The line under a structure holds: AHR activator	EBNA-1 inhibitor	RPL19A-GFP yeast	proCasp7 act	ZTA DNA inh	MEP2 TOR yeast	proCasp3 act	LAP4 TOR yeast
52) CCN(CC)c1ccc2cc(C(N)=O)c(=N)oc2c1
    11	2	98	-26	-4	110	-19	104
53) O=C(NN1C(=O)C2C3C=CC(C4CC34)C2C1=O)c1ccc(Br)cc1 (stereo not given)
    2	8	102	-1	17	96	7	102
54) CCOc1ccc(C(=O)Nc2ccc3c(c2)OCCO3)cc1[N+](=O)[O-]
    -5	-9	103	7	4	111	3	109
55) Cc1c(S(=O)(=O)Nc2cccc3ccccc23)c(=O)n(C)c(=O)n1C
    7	2	96	4	-4	102	-6	100
56) CCCCn1cnc2sc3c(c2c1=N)CCCC3
    12	-2	104	-1	-14	106	0	108
57) O=[N+]([O-])c1cc(Cl)cc(/C=N/Nc2nc3ccccc3s2)c1O
    22	-3	108	7	2	97	9	111
58) O=C1c2ccccc2C(=O)N1OCCOCCOCCBr
    -1	8	90	12	7	91	9	101
59) COC(=O)c1ccc(OCC(O)CN(CC(C)C)CC(C)C)cc1 (stereo not given)
    16	-1	100	-1	-7	96	8	93
60) O=C(Nc1ccc2c(c1)OCO2)c1ccc(Cl)cc1Cl
    8	7	99	1	-37	103	0	107
61) CCOC(=O)/C=C/C(=O)Nc1ccc(S(=O)(=O)Nc2c(C)cc(C)cc2C)cc1
    4	8	99	2	-13	103	3	91
62) COc1ccc(CCc2cc(OC)cc(=O)o2)cc1
    -1	6	100	3	15	108	10	106
63) CCC(=O)N1CCN(c2ccc(NC(=O)COc3ccc(CC)cc3)cc2)CC1
    -2	-3	99	1	-4	101	-11	96

Rows are unselected. About 3.8% of those tested had a hit in this group.
